# High-throughput results (PubChem BioAssay)
# FBW7 act – human FBW7 E3 ligase activation, primary screen; normalized activity (activation), % at 26.1 µM; 650,000 compounds, 0.13% hits; AID 1259310; AlphaScreen FBW7–phospho-cyclin E peptide binding, activator screen; in the data active = normalized activity above about 1.9%;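 note: purified mutant Fbw7 with reduced substrate affinity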
# Target sequence (Q969H0 whole entry, looked up): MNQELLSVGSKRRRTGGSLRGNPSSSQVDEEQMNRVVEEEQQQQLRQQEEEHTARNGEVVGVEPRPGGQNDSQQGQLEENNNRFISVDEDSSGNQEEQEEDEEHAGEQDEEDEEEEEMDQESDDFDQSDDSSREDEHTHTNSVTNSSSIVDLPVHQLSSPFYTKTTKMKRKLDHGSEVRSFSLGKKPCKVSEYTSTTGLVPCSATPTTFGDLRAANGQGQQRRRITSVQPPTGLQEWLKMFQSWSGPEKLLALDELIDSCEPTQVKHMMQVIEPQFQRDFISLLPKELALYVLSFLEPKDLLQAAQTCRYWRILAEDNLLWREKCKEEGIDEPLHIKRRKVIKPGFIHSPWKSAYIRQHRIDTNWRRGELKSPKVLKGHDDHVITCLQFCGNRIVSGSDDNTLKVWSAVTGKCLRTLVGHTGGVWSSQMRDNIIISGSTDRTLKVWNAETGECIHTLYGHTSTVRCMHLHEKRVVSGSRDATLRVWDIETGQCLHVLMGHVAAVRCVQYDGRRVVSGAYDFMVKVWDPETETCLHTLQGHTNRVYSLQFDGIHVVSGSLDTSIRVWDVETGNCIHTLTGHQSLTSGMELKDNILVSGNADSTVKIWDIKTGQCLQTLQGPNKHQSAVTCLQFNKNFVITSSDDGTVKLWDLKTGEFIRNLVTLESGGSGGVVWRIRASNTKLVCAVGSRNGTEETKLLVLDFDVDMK
# MITF primary – inhibitors of human MITF; O75030; AlphaScreen MITF homodimerization, bead proximity signal; inhibition, % at 2.6 µM; 650,000 compounds, 0.91% hits; in the data active = inhibition above about 50%;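 note: 0% = vehicle wells with protein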
# GPR151 ag – activates the human receptor GPR151 | Q8TDV0 | PathHunter beta-arrestin GPR151 cells, luminescence | activation, % at 11.2 µM | 650,000 compounds, 1% hits | AID 1508602; in the data active = activation above about 4.9%;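 note: 0% = median of compound wells and 100% = cells with positive control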
# Target sequence (Q8TDV0 whole entry, looked up): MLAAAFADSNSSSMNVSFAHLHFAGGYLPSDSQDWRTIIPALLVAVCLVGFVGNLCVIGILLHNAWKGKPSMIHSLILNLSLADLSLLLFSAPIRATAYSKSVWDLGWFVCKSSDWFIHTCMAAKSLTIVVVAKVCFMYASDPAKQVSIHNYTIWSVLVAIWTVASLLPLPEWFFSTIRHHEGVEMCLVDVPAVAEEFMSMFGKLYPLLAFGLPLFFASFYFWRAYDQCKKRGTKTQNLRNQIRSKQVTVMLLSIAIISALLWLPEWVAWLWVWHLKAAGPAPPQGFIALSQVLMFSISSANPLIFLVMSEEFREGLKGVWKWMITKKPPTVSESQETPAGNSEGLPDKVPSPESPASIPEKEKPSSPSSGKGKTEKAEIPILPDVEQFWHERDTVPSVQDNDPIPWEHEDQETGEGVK
# TEAD-YAP block – TEAD-YAP interaction inhibition; HEK-TIYL cells, TEAD-Gal4/YAP UAS-luciferase luminescence; inhibition, % at 9.12 µM; 640,000 compounds, 1.4% hits; in the data active = inhibition above about 32%;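 note: 0% = median of test compound wells and 100% = reference inhibitor wells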
# * marks the source's active call; other numbers are inactive results.
# Start of the listing, in advance:
SMILES,FBW7 act,MITF primary,GPR151 ag,TEAD-YAP block
CC(=O)NC1=C(C(C)=O)C2C(C1)C2(C)C (centres undefined),-0.1,-2,1.1,-1
Cc1cccc(C)c1OCC(=O)NNC(=O)COc1ccc(C(C)C)cc1,0.0,30,-0.3,8

# The listing, from the first entry:
SMILES,FBW7 act,MITF primary,GPR151 ag,TEAD-YAP block
CC(=O)NC1=C(C(C)=O)C2C(C1)C2(C)C (centres undefined),-0.1,-2,1.1,-1
Cc1cccc(C)c1OCC(=O)NNC(=O)COc1ccc(C(C)C)cc1,0.0,30,-0.3,8
Cc1cc(C)c2[nH]c(C)c(CN(C)C3CCCCC3)c(=O)c2c1,0.9,15,-1.1,-12
CCn1c(COc2cccc(C)c2)nnc1SCC(=O)NCc1ccccc1,0.1,7,-0.3,2
O=[N+]([O-])c1cc(/C=N/n2c(-c3ccccc3)n[nH]c2=S)c(O)c([N+](=O)[O-])c1,0.2,10,2.3,5
CCN1CCN(C(=O)c2ccc(Cl)c([N+](=O)[O-])c2)CC1,0.0,2,-0.9,8
CC(=O)N1CCC(N(CCCN2CCOCC2)C(=S)Nc2cccc(C)c2)CC1,0.0,8,0.7,-2
O=S(=O)(N/N=C/c1cn(-c2ccccc2)nc1-c1ccco1)c1ccccc1,0.0,13,-0.6,-15
O=C1S/C(=C\c2cccs2)C(=O)N1CO,0.2,6,-2.1,9
CCc1ccc(N2CCCn3c2nc2c3c(=O)n(CC(C)=O)c(=O)n2C)cc1,0.1,7,0.1,3
Cc1cccc(N(CC(=O)Nc2ccc(Br)cc2)S(C)(=O)=O)c1C,-0.1,-12,0.8,0
O=S1(=O)CCN2C(=N1)Sc1cc(SC(F)F)ccc12,0.0,-3,-0.5,5
O=C(NCc1cccnc1)c1sc2cc(F)ccc2c1Cl,-0.1,-20,-0.2,0
Cc1ccc(C(=O)CC2(O)C(=O)N(CC(N)=O)c3ccccc32)c(C)c1 (centres undefined),0.0,-15,0.6,-6
CCC(=O)Nc1nc2c(s1)C(=O)CC(C(=O)N1CCN(c3ccc(F)cc3)CC1)C2 (centres undefined),0.0,3,2.3,-2
CCCCn1c(CNC(=O)C23CC4CC(CC(C4)C2)C3)nnc1SC,0.0,2,-1.4,1
Cc1ccc(C2CC(c3ccc(Br)cc3)=NN2c2nc(-c3ccccc3)c3cc(Cl)ccc3n2)cc1 (centres undefined),-0.4,-5,1.0,3
CC(=O)N(c1ccccc1)C1(C(=O)NC2CCCC2)CCCCC1,0.0,-6,0.5,1
COCCn1c(=O)c2c(nc3n2CCN3c2ccccc2)n(C)c1=O,-0.1,-4,0.4,-2
CN(C)c1ccc(NC(=O)CSc2ncccn2)cc1,-0.1,-13,0.7,-21
COCCCNC(=O)Cn1ncc2c1-c1cc(C)ccc1OC2,0.3,8,-0.7,-4
Cc1ccccc1-n1nc2c(c1NC(=O)c1cccs1)CSC2,0.0,-2,-0.4,15
C=C(C)CN=c1scc(-c2cc(OC)ccc2OC)n1/N=C(\C)c1ccccn1,-0.5,-236,1.6,2
Cc1ccccc1S(=O)(=O)Nc1ccc2oc3c(c2c1)CC(C(C)(C)C)CC3 (centres undefined),0.0,3,0.2,-9
COCCCNC(=S)N1CCN(c2ccc(Cl)c(Cl)c2)CC1,-0.1,0,0.1,16
CC(=O)c1ccc(NC(=O)Cc2ccc(Cl)cc2Cl)cc1,0.0,-6,-1.6,-18
CCC(C)Sc1nnc(NC(=O)c2ccc3c(c2)OCO3)s1 (centres undefined),0.0,0,-0.8,-27
CC(C)C(NC(=O)C1O[C@@H]2OC(C)(C)O[C@@H]2[C@H]2OC(C)(C)O[C@@H]12)C(=O)O (some centres undefined),-0.3,0,-1.0,-12
Cc1cccc(C(=O)Oc2cccc(/C=C3\SC(=Nc4ccccc4Cl)NC3=O)c2)c1,0.1,-10,0.2,-1
CCCCCNC(=O)c1ccc2c(=O)n(C3CCCC3)c(=S)[nH]c2c1,0.1,12,2.9,-4

# Complete entries from above. Order of values: FBW7 act	MITF primary	GPR151 ag	TEAD-YAP block
# `COCCCNC(=O)Cn1ncc2c1-c1cc(C)ccc1OC2` as listed: 0.3	8	-0.7	-4
# `CCCCCNC(=O)c1ccc2c(=O)n(C3CCCC3)c(=S)[nH]c2c1` as listed: 0.1	12	2.9	-4
# `Cc1ccccc1-n1nc2c(c1NC(=O)c1cccs1)CSC2` as listed: 0.0	-2	-0.4	15
# `Cc1cccc(C(=O)Oc2cccc(/C=C3\SC(=Nc4ccccc4Cl)NC3=O)c2)c1` as listed: 0.1	-10	0.2	-1
# `C=C(C)CN=c1scc(-c2cc(OC)ccc2OC)n1/N=C(\C)c1ccccn1` as listed: -0.5	-236	1.6	2

# Additional entries follow:
SMILES,FBW7 act,MITF primary,GPR151 ag,TEAD-YAP block
COC(=O)c1ccsc1NC(=O)c1ccc(F)cc1,0.1,2,2.9,8
COc1cccc(/C(O)=C2\C(=O)C(=O)NC2c2ccc(O)c(OC)c2)c1 (centres undefined),0.5,48,-1.1,1
O=c1oc(-c2nccc3ccccc23)nn1Cc1ccncc1,0.0,3,1.1,3
Cc1ccc(-c2noc(CCC(=O)N(C)c3ccccc3)n2)cc1,0.1,6,-0.9,10
FC(F)(F)c1ccc(Nc2nccc(NCCOc3ccccc3)n2)cc1,-0.2,-13,-0.8,9
CC1SCC(=O)N(CC(=O)Nc2ccc(OC(F)(F)F)cc2)C1=O (centres undefined),1.0,10,-2.4,17
COc1ccc2c(c1)-c1c(ssc1=S)C(C)(C)N2CC(=O)c1ccc(F)cc1,-0.3,28,-0.5,-2
O=C(Nc1nc(-c2ccncc2)cs1)c1ccc(S(=O)(=O)N2CCCCCC2)cc1,0.0,17,-0.8,-8
Fc1cccc(CSc2ccc3nnc(-c4ccncc4)n3n2)c1,-0.1,-9,1.0,-1
Cc1cc(/C=C(\C#N)C(=O)O)c(C)n1CCC(C)C,-0.1,13,-1.3,2
O=S(=O)(c1ccccc1)N1C2CCC1CC(O)(c1cccnc1)C2 (centres undefined),-0.6,13,-2.8,-5
N#Cc1cccc(N=c2oc3ccc(Br)cc3cc2-c2nc3ccccc3[nH]2)c1,0.0,7,1.1,-4
CC(=O)Nc1cccc(NC(C)=C(C#N)C#N)c1,-0.1,-2,5.2*,2
NC(=O)c1ccc(NC(=O)Cc2ccc(Cl)cc2)cc1,0.1,-1,0.4,2
CC(=O)N1CCN(c2ccc(NC(=O)COc3ccccc3[N+](=O)[O-])cc2Cl)CC1,0.1,7,-0.6,-2
COc1cc2c(cc1OC)C(C(=O)N1CCCC1)C(c1cccs1)N(C)C2=O (centres undefined),0.1,-15,0.0,-8
Cc1cc(SCc2cccc(F)c2)nc(=O)[nH]1,0.1,12,-0.5,-3
O=C(c1ccc2c(c1)OCCO2)c1ccccc1Cl,-0.1,-27,-0.7,-22
CC(C)(C)CC(C)(C)NC(=O)CSc1nnc(N)s1,0.0,-2,0.7,2
COC(=O)c1cnn2c1NCN(Cc1ccc(OC)cc1)C2,-0.2,-5,0.3,-8
Nc1c(C(=O)c2ccco2)sc2c1c(=O)[nH]c(=O)n2Cc1ccc2c(c1)OCO2,0.2,7,2.3,3
CCC(C)Cn1c(CO)nc2ccccc21 (centres undefined),0.4,19,-1.3,-2
O=C(Nc1ccc2[nH]ncc2c1)[C@@H]1CCCN1C(=O)c1cc2cc(F)ccc2[nH]1,-0.1,1,1.8,-11
CC(=O)c1cccc(Nc2nc(C)cc(C)n2)c1,-0.1,2,2.6,6
CCC(Sc1nc2nc(C)c(Cc3cccc(Cl)c3)c(C)n2n1)C(=O)Nc1ccccc1C(F)(F)F (centres undefined),0.1,11,-1.7,2
COc1ccc(-c2cc(=O)[nH]c(SCC(=O)Nc3ccc(Cl)cc3)n2)cc1,-0.1,5,-0.2,2
COc1ccc(C(=O)Nc2sc3c(c2C(=O)OC(C)C)CCCC3)cc1OC,0.4,1,0.0,18
CC(C)OCCCNC(=O)c1nnc(Cc2c(F)cccc2Cl)o1,0.1,1,-0.3,-2
COc1cc(NC(=O)c2ccc(CO)cc2)c(OC)cc1NC(=O)c1ccccc1,0.0,16,-1.0,4
COc1ccc2c(C)cc(N3CCCN(C)CC3)nc2c1,-0.1,62*,1.1,8
CCc1sc(NC(=O)CCC(=O)O)nc1-c1ccccc1,0.1,8,0.4,2
CCOCCCNc1sc(C(=O)c2ccc(C(C)(C)C)cc2)c(N)c1C(=O)NC1CC1,0.1,-12,2.3,9
Cc1ccc([N+](=O)[O-])cc1NC(=O)c1ccc(N2C(=O)C3C4C=CC(C4)C3C2=O)cc1 (centres undefined),0.1,21,0.6,2
Cc1ccc(NC(=O)CN(c2cccc(C(F)(F)F)c2)S(=O)(=O)c2ccccc2)cc1,0.5,-4,1.2,0
COc1ccc(CCNC(=O)c2sc3ncnc(N4CCOCC4)c3c2C)cc1OC,0.0,-1,-0.4,-1
COc1ccc(N2C(=O)CSC2c2ccc(Cl)cc2)cc1Cl (centres undefined),-0.1,3,-0.2,-2
CN(C)c1oc(-c2ccccc2)nc1C#N,0.1,10,-0.3,-9
COc1ccc(CCNC(=O)C(=O)Nc2ccc(C(C)(C)C)cc2)cc1OC,0.0,-5,1.5,3
COc1cccc(OCC(O)Cn2c[n+](C)c3cc(C)c(C)cc32)c1 (centres undefined),0.6,13,0.4,2
COC(=O)C(CCSC)NC(=O)c1ccc([N+](=O)[O-])o1 (centres undefined),1.3,10,-1.6,11
Cn1cc(C(=O)N/N=C/c2ccccc2O)c2ccccc21,-0.2,7,-0.9,28
Cc1cc(C)cc(NC(=O)CSc2nc3ncccc3[nH]2)c1,0.0,1,0.2,-5
CCC(C)NS(=O)(=O)c1ccc(NC(=O)CCc2ccccc2)cc1 (centres undefined),-0.1,-8,-0.4,3
CC(C)CCOC1C(C2COC3(CCCCC3)O2)OC2OC3(CCCCC3)OC21 (centres undefined),0.0,4,-1.5,8
Cc1ccc(C2(c3ccc(C)cc3)CC2C(=O)Nc2cccc(Br)c2)cc1 (centres undefined),0.0,6,0.5,-4
CCCNc1nc(-c2c(C)nn(C)c2C)nc2c1ncn2CCN1CCCC1=O,0.6,0,-2.6,6
COc1cccc(OC)c1C(=O)Nc1ccc(C)c(Cl)c1,0.0,-4,-2.0,1
O=C(NCc1ccccc1)N1CCN(c2nc(-c3ccc(Cl)cc3)cs2)CC1,-0.2,12,0.2,20
O=C(Cn1ncc2c(Cl)cccc21)NCc1ccccc1Br,-0.1,-5,3.8,-14
O=C(c1cc(S(=O)(=O)N2CCC3(CC2)OCCO3)ccc1F)N1CCOCC1,-0.1,6,0.5,14

# Additional structures
SMILES,FBW7 act,MITF primary,GPR151 ag,TEAD-YAP block
COc1ccc2cc(C)c3nn(CN(C)Cc4ccccc4)c(=O)n3c2c1,-0.2,12,1.2,3
COc1cccc(C(=O)Nc2ccc(S(=O)(=O)Nc3cc(C)nc(C)n3)cc2)c1,0.0,1,0.8,4
O=S(=O)(NCc1ccco1)c1cccc(NS(=O)(=O)c2ccc(F)c(F)c2)c1,0.5,-11,-2.2,-11
Cc1sc(NC(=O)c2cccs2)c(C#N)c1C,0.0,5,-1.3,-45
CC(C)(C)c1ccc(OCC(=O)Nc2ccc(S(=O)(=O)N3CCOCC3)cc2)cc1,-0.2,6,0.5,5
O=C(CCCOc1ccc(Cl)cc1Cl)Nc1ncc(Cc2ccc(Cl)c(Cl)c2)s1,0.1,1,-0.6,0
CCCNC(=O)C1CCN(c2ccc(Nc3ccc(N4CCOCC4)cc3)nn2)CC1,0.5,18,-0.6,-8
Cc1cccc(S(=O)(=O)NCCc2ccccc2)c1,0.2,-20,0.1,-5
Cc1ccc(CNC(=O)c2cc(-c3ccc(C)c(C)c3)n[nH]2)o1,-0.2,-6,0.4,-26
O=C(Nc1ccccn1)C1CC(=O)N(c2ccc(F)cc2)C1 (centres undefined),-0.1,-18,0.2,-1

# Three records drawn at random from the list so far:
SMILES,FBW7 act,MITF primary,GPR151 ag,TEAD-YAP block
O=C(CCCOc1ccc(Cl)cc1Cl)Nc1ncc(Cc2ccc(Cl)c(Cl)c2)s1,0.1,1,-0.6,0
O=S(=O)(NCc1ccco1)c1cccc(NS(=O)(=O)c2ccc(F)c(F)c2)c1,0.5,-11,-2.2,-11
COc1ccc2cc(C)c3nn(CN(C)Cc4ccccc4)c(=O)n3c2c1,-0.2,12,1.2,3

# New compounds follow
SMILES,FBW7 act,MITF primary,GPR151 ag,TEAD-YAP block
CCCCNC(=O)CSc1nc2ccccc2n1S(=O)(=O)c1ccc(Br)cc1,-0.1,-3,-1.4,-9
O=C1N(Cc2ccc(F)cc2Cl)CCN1c1ccc(C(F)(F)F)cn1,1.0,17,0.2,4
CCS(=O)(=O)c1c(S(=O)(=O)CC)c2ccc(C(C)=O)cn2c1C(=O)c1ccccc1,0.0,-1,0.4,-1
O=C(Cn1c2c(c(-c3ccccc3)cc1=O)CCCC2)N1CCCC1,-0.2,-2,1.1,-21
COc1ccc(NC(=O)CCN2C(=O)c3ccncc3C2=O)cc1Cl,0.0,7,-1.3,6
CSc1ccc(NC(=O)C2CC(O)CN2C(=O)Nc2ccccc2)cc1 (centres undefined),0.7,13,-0.9,14
CC(C)N(Cc1ccccc1)C(=O)CCS(=O)(=O)c1ccc2c(c1)OCC(=O)N2,0.0,13,-0.1,0
O=C(NCCCn1ccnc1)c1ccc(OC2CCN(C(=O)C3CC3)CC2)cc1,0.1,6,0.5,10
CCCC1CCC(c2ccc(C(=O)COC(=O)C(Cc3c[nH]c4ccccc34)NC(=O)c3ccc(CC)cc3)cc2)CC1 (centres undefined),-0.1,-4,0.9,-2
O=C(N/N=C/c1ccc(OCc2ccc([N+](=O)[O-])cc2)cc1)C(=O)NC1CCCCC1,0.0,4,0.3,-10
CCN(CC)Cc1c(C(=O)OC)nnn1-c1nonc1N,0.0,12,0.8,10
